hgDAF-12 ag – agonists of H. glycines DAF-12 nuclear receptor; HEK293 GAL4-hgDAF12 UAS-luciferase reporter, agonist luminescence; normalized to butyrate control; 370,000 tested, 1.8% active; AID 687014; activation, % at 6.8 µM;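 active = activation above a cutoff set at the mean of all screened compounds plus 3 SD, cut at about 10% in these data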;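 also: 0% = DMSO wells and 100% = sodium butyrate wells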
hcDAF-12 act – activators of H. contortus DAF-12 nuclear receptor; HEK293 hcDAF-12 lit1-tk-luc reporter, luminescence; 0% DMSO, 100% Δ7-dafachronic acid; activation, % at 6.8 µM; 370,000 tested, 1.4% active;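 active = activation above the mean of all tested compounds plus 3 SD, cut at about 5.5% in these data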;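 also: 100% = response to 3 µM Δ7-dafachronic acid high control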
ssDAF12 agonist – activates DAF-12 receptor from parasite S. stercoralis | activation, % at 6.8 µM | HEK293 ssDAF-12/GRIP1 lit1-tk-luc reporter, luminescence; % of 3 µM dafachronic acid response | 370,000 tested, 1% active;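 active = activation above the mean over all tested compounds plus 3 SD, cut at about 0.9% in these data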;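 also: 0% = DMSO-only wells and 100% = 3 µM delta7-dafachronic acid wells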
Rev-erbA mod – modulates human Rev-erb alpha binding to DNA. activity, % at 10 µM. AID 1259318. 370,000 tested, 0.79% active. P20393. Rev-erbα–FITC-DNA binding, fluorescence polarization, 90 min;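 active = activity above about 14%, limit read from the data; passing the limit was not always enough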;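 also: 0% = DMSO wells with 35 nM protein and 100% = DMSO wells with 750 nM protein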
Target sequence (P20393 whole entry, looked up): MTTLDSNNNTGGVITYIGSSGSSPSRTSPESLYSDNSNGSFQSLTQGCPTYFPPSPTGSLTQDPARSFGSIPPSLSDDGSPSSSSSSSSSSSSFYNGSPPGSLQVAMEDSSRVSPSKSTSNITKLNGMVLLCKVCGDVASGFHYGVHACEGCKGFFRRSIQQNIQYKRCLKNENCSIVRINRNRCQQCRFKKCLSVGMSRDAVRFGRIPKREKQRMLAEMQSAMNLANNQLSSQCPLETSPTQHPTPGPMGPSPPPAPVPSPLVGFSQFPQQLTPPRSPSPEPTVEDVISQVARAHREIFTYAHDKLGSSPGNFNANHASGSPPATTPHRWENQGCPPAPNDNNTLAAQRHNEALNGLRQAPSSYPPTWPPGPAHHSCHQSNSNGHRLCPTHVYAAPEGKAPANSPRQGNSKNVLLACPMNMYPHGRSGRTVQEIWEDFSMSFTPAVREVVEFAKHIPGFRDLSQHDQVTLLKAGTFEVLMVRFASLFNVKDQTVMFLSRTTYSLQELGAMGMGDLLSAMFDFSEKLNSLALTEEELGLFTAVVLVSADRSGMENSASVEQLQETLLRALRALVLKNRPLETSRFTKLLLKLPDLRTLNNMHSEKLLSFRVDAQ
DAX1 inh-1 – inhibitors of human orphan nuclear receptor DAX1 (NR0B1) | AID 504766 | P51843 | HEK293 Gal4-DAX1 luciferase reporter, luminescence | inhibition, % at 6.75 µM | 340,000 tested, 0.99% active;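 active = inhibition above the mean over all tested compounds plus 3 SD, cut at about 4.2% in these data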;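 also: 0% = DAX1-transfected cells with DMSO and 100% = empty-vector control cells with DMSO; inhibition shows as a rise in luminescence from relieved DAX1 repression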
DAX1 inh-2 – blocks DAX1 repression of SF-1 activated StAR promoter; inhibition, % at 6.8 µM; AID 652010; 370,000 tested, 1.1% active; HEK293T StAR-luciferase reporter, SF-1/DAX-1 repression relief;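 active = inhibition above the mean over all tested compounds plus 3 SD, cut at about 3.6% in these data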;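 also: 0% = DAX-1 cells with DMSO and 100% = cells lacking DAX-1 with DMSO; higher inhibition means more luminescence from relief of DAX-1 repression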
PLCb3 inh – inhibitors of human phospholipase C beta3. Q01970. AID 720704. Purified PLC-beta3, fluorogenic substrate, fluorescence. 370,000 tested, 0.18% active. inhibition, % at 12.2 µM; in the data active = inhibition above about 11%;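 also: 0% = median of compound wells on plate and 100% = full blocker control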
SMARCA2 activ – increases SMARCA2 function in MMTV reporter cells; 370,000 tested, 1% active; activation, % at 9.1 µM; MG213 cells, MMTV-luciferase reporter, dexamethasone, overnight; in the data active = activation above about 7.8%;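 also: 0% = vehicle wells and 100% = reference activator wells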
sPLA2-III inh – Inhibits HGIII-sPLA2 liposome hydrolysis, primary screen; QFRET BODIPY PC-A2 liposome hydrolysis, fluorescence; inhibition, % at 12.2 µM; 370,000 tested, 0.56% active;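 active = inhibition above mean plus 3 SD of compounds lying within the high and low control bounds, cut at about 19% in these data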;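 also: 0% = median of test compound wells and 100% = no enzyme DMSO wells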
Target sequence (Q9NZ20 whole entry, looked up): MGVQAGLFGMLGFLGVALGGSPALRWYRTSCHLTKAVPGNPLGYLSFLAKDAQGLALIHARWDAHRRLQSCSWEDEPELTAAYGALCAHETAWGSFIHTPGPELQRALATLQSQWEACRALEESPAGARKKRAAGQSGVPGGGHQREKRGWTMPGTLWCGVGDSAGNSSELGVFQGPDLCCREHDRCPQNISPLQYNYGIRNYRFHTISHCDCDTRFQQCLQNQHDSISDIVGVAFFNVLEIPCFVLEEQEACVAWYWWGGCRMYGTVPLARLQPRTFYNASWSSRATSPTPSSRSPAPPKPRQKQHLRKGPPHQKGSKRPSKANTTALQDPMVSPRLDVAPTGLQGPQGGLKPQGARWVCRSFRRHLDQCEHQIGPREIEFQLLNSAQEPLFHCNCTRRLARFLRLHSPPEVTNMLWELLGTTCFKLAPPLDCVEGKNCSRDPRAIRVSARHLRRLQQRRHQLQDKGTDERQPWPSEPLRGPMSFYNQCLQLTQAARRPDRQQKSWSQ
GAA850 FXN act – frataxin GAA850 promoter activation; HEK293 lucGAA850 FXN promoter luciferase reporter, 24 h; percent of 10 µM SAHA response; activation, % at 6 µM; 360,000 tested, 0.56% active; AID 540364;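 active = activation above the average of all compounds screened plus 3 SD, cutoff fixed separately per campaign, cut at about 7.5% in these data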;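 also: 0% = DMSO wells and 100% = 10 µM SAHA wells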
PG9 binder – PG9 antibody binding by small molecule; TR-FRET gp120-PG9 antibody binding; inhibition, % at 6.7 µM; 360,000 tested, 0.43% active; AID 624416; in the data active = inhibition above about 8.5%
* hit, by the source's call; i = inactive; x = no result given.

Sequence of screens: hgDAF-12 ag, hcDAF-12 act, ssDAF12 agonist, Rev-erbA mod, DAX1 inh-1, DAX1 inh-2, PLCb3 inh, SMARCA2 activ, sPLA2-III inh, GAA850 FXN act, PG9 binder
- Cc1c(C(=O)N2CCOCC2)sc(NC(=O)c2ccc3c(c2)OCO3)c1C#N
 : 0.8, -1.6, -1.1, -2, -1.4, 0.2, -10, -1, 8, 1.4, -2.4
- CCOC(=O)[C@H]1[C@H]2COc3ccc(Br)cc3[C@H]2N2C(=O)CN(Cc3ccc(C)cc3)C(=O)[C@@]12C
 : -1.3, -2.5, -1.4, -4, -0.2, 0.5, 1, 1, -30, -2.8, 0.5
- CC(=O)Nc1ccc(OCC(O)Cn2ccnc2C)cc1 (stereo not given)
 : 3.5, 1.5, -1.3, -1, 2.2, 0.5, 0, -1, 7, -1.6, -0.3
- COc1cccc(-c2csc(N3CCN(C(=S)Nc4cccc(Cl)c4)CC3)n2)c1
 : 1.1, -0.4, -1.3, 5, 0.9, -0.6, 2, -4, 9, 1.1, -1.6
- O=C1/C(=C/c2ccncc2)CCC/C1=C\c1ccncc1
 : -12, -5.0, -3.5, 4, -7.0, -3.9, -12, -11, -3, -16, -2.4
- CCc1ccc(NC(=O)CSc2nc3cc(C(=O)OC)ccc3c(=O)n2CC2CCCO2)cc1 (stereo not given)
 : 2.6, 1.3, -0.5, -2, -1.1, 0.1, -1, 0, -3, -3.2, 2.4
- Cc1nc(SC(C)C(=O)Nc2cccc(C(F)(F)F)c2)c2c(C)c(C(=O)O)sc2n1 (stereo not given)
 : 1.6, -2.0, -1.9, 1, 1.9, 0.3, -5, 0, -2, 1.2, 1.1
- COC(=O)c1sc(-c2ccccc2)cc1NC(=O)C1CC1
 : -1.7, 0.0, -0.2, -8, 1.2, -1.2, -7, 8.9*, 1, 0.4, 2.1
- COCCOC(=O)C1=C(C)NC(=O)NC1c1c(OC)ncnc1OC (stereo not given)
 : -0.3, 0.4, -0.9, 4, -0.3, 0.7, 2, -2, -4, 1.0, -1.8
- COc1ccc(-n2cc(-c3ccccc3)c3c(N4CC(C)OC(C)C4)ncnc32)cc1 (stereo not given)
 : -1.1, 1.1, -1.5, 4, -1.1, -0.5, -28, -4, -8, -2.5, 1.9
- CCCCCCC(=O)NNC(=O)CC(=O)Nc1ccccc1C(=O)O
 : -2.4, 0.1, -1.0, -3, 0.5, -0.3, -1, -1, -4, -1.3, -1.1
- CC(=O)c1ccc(N2CCN(C(=O)CCCn3c(=S)[nH]c4cc5c(cc4c3=O)OCO5)CC2)cc1
 : -0.6, 0.6, -1.2, 25*, 1.5, 0.1, 2, -4, 4, -4.1, -1.9
- CC(C)(C)CN1CCC(Oc2cccc(C(=O)N3CCNC(=O)C3(C)C)c2)CC1
 : 1.9, -1.4, -0.7, -1, 0.6, 3.3, -3, 2, 8, -1.7, -1.1
- COc1cc(C=NOC(=O)Nc2ccccc2)cc(OC)c1OC
 : 3.8, 1.4, -1.3, 2, -0.9, -0.8, -1, 0, -3, 0.7, 1.4
- O=C(CC1CCCCC1)N1CCCC(c2nc(-c3ccc(S(=O)(=O)N4CCCC4)cc3)no2)C1 (stereo not given)
 : 1.1, -2.1, -1.6, -4, -0.9, -1.2, 3, 0, -11, -1.1, -1.1
- Cn1c(=O)c2cc(NC(=O)CCc3cccnc3)ccc2n1Cc1cccc(C(F)(F)F)c1
 : 3.1, -2.9, -1.1, -1, x, -1.3, -347, -5, -7, -2.2, 2.4
- CC(C)(C)c1ccc(NC(=S)NCc2cccnc2)cc1
 : 0.4, -0.9, -0.6, 2, 5.2*, -0.5, -7, -2, 6, 0.8, 0.6
- Cc1ccc(NC(=O)CSc2nnc(NC3CC3)s2)cc1S(=O)(=O)N1CCOCC1
 : -4.3, 2.1, -0.9, 1, 0.3, -0.1, 5, -3, -3, -0.1, -2.3
- COc1ccc2c(c1)CCC1(C)CC(=O)C(Br)=C21 (stereo not given)
 : -1.7, -2.5, -1.3, 11, -0.3, -0.9, i, -5, 8, 3.4, 14*
- O=C(CSCc1cccc(Cl)c1)Nc1ccccc1-c1ccccc1
 : -0.3, -1.4, -1.6, 8, 1.7, -0.1, -1, -2, -4, 3.1, -2.2
- O=C(CN1CCN(c2ccccn2)CC1)Nc1cc(C(F)(F)F)ccc1Cl
 : 0.2, -2.5, -1.1, -3, 2.6, -0.9, -1, -2, -1, -1.0, -1.8
- c1ccc(OCCCn2ccnc2)cc1
 : -2.2, 0.7, -1.0, -1, -1.0, -0.3, -4, 4, 1, 1.2, -1.9
- O=C(CCc1nnc2ccc(NCc3ccco3)nn12)Nc1cc(F)ccc1F
 : -1.9, 0.3, -0.5, -5, 0.5, 1.3, -11, 4, 2, 0.8, 0.0
- CCOC(=O)COc1ccc2c(=O)c(-c3ccccc3OC)coc2c1
 : -0.9, 1.4, -0.6, -3, -1.4, -0.2, 0, 0, 2, 1.9, 1.3
- O=C(NNC1CC(=O)N(c2ccc(F)cc2)C1=O)c1cccnc1 (stereo not given)
 : 1.2, 0.0, -1.7, 5, 1.5, 0.2, -6, -6, 12, 0.5, -0.1
- N#Cc1c(N)n(CCNC(=O)c2ccc(Cl)cc2)c2nc3ccccc3nc12
 : -1.6, -2.9, -1.8, 1, -1.5, -1.6, i, -2, -39, -0.7, 3.0
- O=C(Cc1ccccc1)Nc1ccc(NC(=O)c2ccco2)cc1
 : -2.5, 0.2, -0.9, -2, -2.2, -0.9, -6, 1, 10, 7.9*, 0.6
- Cc1ccc(NC(=O)CCC(=O)NNC(=O)c2ccco2)c(C)c1
 : 0.6, -1.2, -0.5, -2, 2.2, 0.8, 1, 1, 2, 1.7, 0.3
- CC1C(=O)N(Cc2ccc([N+](=O)[O-])cc2)c2ccccc2N1C(=O)C1CC1 (stereo not given)
 : -1.6, 0.5, -0.8, 1, x, 0.7, 1, -1, 7, x, 0.5
- C[C@@H]1CN([C@H](C)CO)C(=O)CCCn2nncc2CO[C@@H]1CN(C)C(=O)Cc1ccccc1
 : -0.9, -0.3, -1.4, 2, -0.4, 0.9, 2, 2, 5, 1.3, -0.6

Some of the entries so far, as comma-separated lines:
mol,hgDAF-12 ag,hcDAF-12 act,ssDAF12 agonist,Rev-erbA mod,DAX1 inh-1,DAX1 inh-2,PLCb3 inh,SMARCA2 activ,sPLA2-III inh,GAA850 FXN act,PG9 binder
O=C(CCc1nnc2ccc(NCc3ccco3)nn12)Nc1cc(F)ccc1F,-1.9,0.3,-0.5,-5,0.5,1.3,-11,4,2,0.8,0.0
CCOC(=O)COc1ccc2c(=O)c(-c3ccccc3OC)coc2c1,-0.9,1.4,-0.6,-3,-1.4,-0.2,0,0,2,1.9,1.3
O=C(NNC1CC(=O)N(c2ccc(F)cc2)C1=O)c1cccnc1 (stereo not given),1.2,0.0,-1.7,5,1.5,0.2,-6,-6,12,0.5,-0.1
N#Cc1c(N)n(CCNC(=O)c2ccc(Cl)cc2)c2nc3ccccc3nc12,-1.6,-2.9,-1.8,1,-1.5,-1.6,i,-2,-39,-0.7,3.0
O=C(Cc1ccccc1)Nc1ccc(NC(=O)c2ccco2)cc1,-2.5,0.2,-0.9,-2,-2.2,-0.9,-6,1,10,7.9*,0.6
Cc1ccc(NC(=O)CCC(=O)NNC(=O)c2ccco2)c(C)c1,0.6,-1.2,-0.5,-2,2.2,0.8,1,1,2,1.7,0.3
CC1C(=O)N(Cc2ccc([N+](=O)[O-])cc2)c2ccccc2N1C(=O)C1CC1 (stereo not given),-1.6,0.5,-0.8,1,x,0.7,1,-1,7,x,0.5
C[C@@H]1CN([C@H](C)CO)C(=O)CCCn2nncc2CO[C@@H]1CN(C)C(=O)Cc1ccccc1,-0.9,-0.3,-1.4,2,-0.4,0.9,2,2,5,1.3,-0.6

Next section
Sequence of screens: hgDAF-12 ag, hcDAF-12 act, ssDAF12 agonist, Rev-erbA mod, DAX1 inh-1, DAX1 inh-2, PLCb3 inh, SMARCA2 activ, sPLA2-III inh, GAA850 FXN act, PG9 binder
- CC(=O)N1CCN(C(=O)C(Cc2c[nH]c3ccccc23)NC(=O)c2ccccc2Cl)CC1 (stereo not given)
 : 0.7, 5.1, 0.1, 2, 1.1, -0.2, -17, 1, -13, 1.1, 2.2
- O=C(NCCN1CCOCC1)c1cccc(S(=O)(=O)Nc2ccc(Br)cc2)c1
 : 1.6, 0.3, -1.3, 1, -0.8, -0.7, -12, 0, -3, -1.8, 0.2
- Cc1sc2ncn(CC(=O)NCCCC(=O)Nc3ccc(C(C)C)cc3)c(=O)c2c1C
 : -0.9, -1.6, -0.8, 5, -0.4, 0.4, 3, -3, 4, 1.3, 0.8
- COc1ccc(NC(=O)c2sc3ncn(CC(=O)N4CCN(c5ccccn5)CC4)c(=O)c3c2C)cc1OC
 : -0.9, -1.2, -1.1, 3, -0.5, -2.2, 0, -1, -8, 1.9, -2.1
- O=C(CSc1nnc(SCc2ccccc2)s1)N/N=C/C=C/c1ccccc1[N+](=O)[O-]
 : 4.2, 1.2, -1.1, 1, 2.2, -0.8, 0, -1, 12, 0.6, 1.3
- N/C(=N\OS(=O)(=O)c1ccc2ccccc2c1)c1ccccn1
 : 1.8, 0.0, -1.2, -1, 0.5, -0.4, -21, 2, 3, 0.8, -3.0
- Oc1ccc(Br)cc1/C=N/N1CCN(Cc2cccc3ccccc23)CC1
 : 1.7, -1.6, -0.2, -3, -0.1, 0.1, -3, -4, 4, 0.9, -0.5
- COc1cc2nc3n(c(=O)c2cc1OC)-c1cc2ccccc2cc1C(=O)NC3Cc1ccccc1 (stereo not given)
 : -5.4, -1.7, -1.0, 0, -0.6, -2.5, -3, 2, -24, -1.4, 0.2
- O=C1C=C(Nc2cccnc2)c2ccccc2C1=O
 : -6.7, 0.1, -0.8, -5, -1.7, -1.9, -1, -4, -2, 1.2, -6.3
- CCCCNC(=O)C1(C)CCN1C(=O)c1ccc(F)cc1Cl (stereo not given)
 : 2.8, -0.8, -0.9, 1, x, -0.6, 0, 2, 11, 2.5, 1.3
- Cc1[nH]c2ccc(-c3n[nH]c(=S)n3Cc3ccccc3)cc2c1C
 : -2.6, -2.0, -1.5, 5, -0.9, -0.6, -8, 0, -17, 2.1, -2.4
- CC1(C)NC(=O)N(CCCCOc2ccc(Br)cc2Cl)C1=O
 : -2.3, -0.8, -1.5, -3, 0.6, -0.9, -2, -4, -11, 5.0, -0.7
- COC(=O)c1ccccc1NC(=O)NCc1ccco1
 : 1.3, -0.9, -1.6, 1, 0.7, -0.9, 3, 1, 3, 1.1, -0.8
- CC1(C)Cc2c(sc(NC(=O)C(=O)N3CCCC3)c2C#N)CO1
 : 1.4, 0.5, -1.6, -1, -0.1, 0.3, -6, 1, 2, -5.2, -1.9
- COc1ccc2[nH]c(C(=O)N/N=C/c3cc(OC)c(OC)c(OC)c3)cc2c1
 : 3.5, -4.0, -1.6, -1, 2.1, -1.2, -359, 3, -19, -0.4, -1.2
- O=C(COC(=O)c1cc(Cl)ccc1Cl)NC1CCCC1
 : 2.0, 1.4, -1.2, -3, 1.1, -0.4, -1, -1, -3, 2.1, 0.7
